# ROMK mod = modulators of human ROMK potassium channel; P48048; Tet-inducible ROMK, thallium flux fluorescence; actives lie on both sides; B-score at 10 µM; actives 2% (n = 130,000); AID 1918;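 active means signal ratio slope over the read window, or its plate-corrected B-score, at least 3 SD from the plate mean, either direction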;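 further: B-score of the F/F0 ratio slope over 7 to 12 s after thallium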
# Target sequence (P48048 whole entry, looked up): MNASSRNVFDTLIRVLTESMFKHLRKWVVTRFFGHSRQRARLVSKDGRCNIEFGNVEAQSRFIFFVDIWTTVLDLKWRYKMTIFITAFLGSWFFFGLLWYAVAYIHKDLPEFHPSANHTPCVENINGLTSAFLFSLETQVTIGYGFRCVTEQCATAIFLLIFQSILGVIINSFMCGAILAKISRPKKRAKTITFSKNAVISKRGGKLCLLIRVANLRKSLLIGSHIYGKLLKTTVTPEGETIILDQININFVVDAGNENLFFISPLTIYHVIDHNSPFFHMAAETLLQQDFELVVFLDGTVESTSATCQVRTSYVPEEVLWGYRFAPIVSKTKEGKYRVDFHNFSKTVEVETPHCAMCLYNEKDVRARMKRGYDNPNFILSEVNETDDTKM
# PPARg SRC2 recr = agonists of SRC-2 recruitment by human PPARgamma; P37231; PPARgamma LBD-SRC-2 recruitment, biochemical; activation, % at 8 µM; actives 0.34% (n = 200,000); AID 1032; in the data active means activation above about 22%;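 further: 0% = vehicle and 100% = reference agonist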
# PPARg SRC1 recr = PPARgamma-driven SRC-1 recruitment agonism; P37231; AID 631; actives 0.41% (n = 200,000); activation, % at 8 µM; PPARgamma-SRC-1 coactivator recruitment biochemical assay; in the data active means activation above about 19%;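 further: 0% = DMSO and 100% = reference agonist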
# Lmaj promast = inhibitors of Leishmania major promastigote growth | Leishmania major promastigotes, resazurin fluorescence viability | inhibition, % at 10 µM | actives 9% (n = 200,000) | AID 1063; in the data active means inhibition above about 50%;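 further: promastigotes grown with compound for 44 hours at 28 °C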
# S1P3 antag = S1P3 (human) receptor antagonism. Q99500. CHO S1P3 NFAT-BLA reporter, FRET fluorescence, antagonist mode. inhibition, % at 4.98 µM. actives 0.27% (n = 170,000). AID 485;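 active means inhibition above the plate cutoff, the mean inhibition of test wells on that plate plus 3 SD, cut at about 28% in these data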;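 further: cells challenged with S1P at its EC80 of 0.8 µM; blue over green emission ratio from cleaved BLA substrate after 4 h stimulation; 0% = S1P-stimulated wells and 100% = unstimulated DMSO-only wells; some compounds past the cut are filed as inactive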
# Target sequence (Q99500 whole entry, looked up): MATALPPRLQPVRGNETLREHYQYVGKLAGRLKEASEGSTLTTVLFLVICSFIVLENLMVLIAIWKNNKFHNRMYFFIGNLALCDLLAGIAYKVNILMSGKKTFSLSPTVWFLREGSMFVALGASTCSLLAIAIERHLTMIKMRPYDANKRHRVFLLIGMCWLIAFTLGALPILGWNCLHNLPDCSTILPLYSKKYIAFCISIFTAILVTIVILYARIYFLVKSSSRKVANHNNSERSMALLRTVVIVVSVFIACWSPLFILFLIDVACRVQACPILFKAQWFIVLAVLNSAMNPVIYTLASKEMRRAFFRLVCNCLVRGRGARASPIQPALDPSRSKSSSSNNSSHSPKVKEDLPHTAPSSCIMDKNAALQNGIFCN
# Redox H2O2 prof = compounds producing H2O2 with reducing agent – biochemical, NIH compound library profiling, artefact control for MLSCN library redox annotation, primary screen; DTT-dependent redox cycling H2O2, phenol red/HRP absorbance; 100% = 100 µM peroxide control, 0% = buffer; activation, % at 10 µM; actives 0.03% (n = 200,000);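 active means activation of at least 50% relative to the plate's high and low controls in the primary single-dose screen; inactive means activation below 50%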;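 further: compound incubated with DTT at 0.8 mM final as the reducing agent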
# TLR4-MyD88 BLA = TLR4-MyD88 interaction inhibition in cells | inhibition, % at 8.4 µM | HeLa CL3-4 TLR4/MyD88 BLA complementation, FRET ratio | actives 0.18% (n = 200,000); in the data active means inhibition above about 25%;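 further: 0% = vehicle and 100% = reference inhibitor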
# PPARg SRC-3 ag = promotes SRC-3 coactivator recruitment by human PPARgamma | AID 731 | actives 0.26% (n = 200,000) | activation, % at 8 µM | P37231 | biochemical PPARgamma/SRC-3 coactivator recruitment assay; in the data active means activation above about 23%;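 further: 0% = DMSO and 100% = reference agonist; some compounds past the cut are filed as inactive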
# bIAP inh = blocks bovine intestinal alkaline phosphatase activity | purified bovine IAP, CDP-star luminescence, 30 min | inhibition, % at 20 µM | 190,000 tested, under 10 active;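 active means over 50% inhibition of intestinal alkaline phosphatase at 20 µM in the single-dose screen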
#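 Incubation: 30 min reaction at room temperature / Material: purified bovine intestinal alkaline phosphatase (IAP) enzyme / Input: enzyme at 1/65,000,000 dilution / Dosing: 20 µM single dose / Signal: CDP-star luminescence signal / Reagent: CDP-star chemiluminescent phosphatase substrate, 30 µM final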
# bIAP activator = intestinal alkaline phosphatase (bovine) activation. AID 1016. activation factor at 20 µM. purified bovine IAP, CDP-star luminescence, 30 min; hits give high values; fold of DMSO-control signal, blank-subtracted. actives 0.17% (n = 200,000);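 active means activation factor of 2 or more at 20 µM, a signal rise over negative controls twice the positive control's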
# TR-FRET SRC-2 ct = counter-screen for PPARgamma SRC-2 recruitment agonists: TR-FRET artefact | hits give high values | TR-FRET ratio at 8 µM | actives 0.4% (n = 200,000) | AID 1049; in the data active means TR-FRET ratio above about 2000; further: inactives centre near 1500; reference of the scale not given here
# The depositor's hits bear a star; nt = no result given.
SMILES,ROMK mod,PPARg SRC2 recr,PPARg SRC1 recr,Lmaj promast,S1P3 antag,Redox H2O2 prof,TLR4-MyD88 BLA,PPARg SRC-3 ag,bIAP inh,bIAP activator,TR-FRET SRC-2 ct
Cc1ncc(CC(=O)n2cc(C(=O)c3cc(F)ccc3O)cn2)s1,nt,-6,5,-5,nt,1.8,4,10,-5,1,1536
NC(=O)c1ccccc1O,nt,1,2,-5,12,0.3,-9,-1,-5,1.1,1420
N#Cc1c(Cl)nsc1NN,-0.52,-3,0,2,-28,-0.4,-5,0,-4,1,1658
COc1cccc(CN(C)c2nc(-c3cccs3)nc3ccccc23)c1,nt,1,1,92*,5,0.8,-2,5,5,0.9,1679
Cc1c(S(=O)(=O)N2CCN(c3cccc(C(F)(F)F)c3)CC2)c(=O)n(C)c(=O)n1C,nt,-4,0,-4,-16,-0.1,-8,0,5,0.9,1421
COC(=O)c1sccc1NC(=O)Nc1cccc(Cl)c1Cl,nt,6,-3,-3,nt,-1.2,6,7,10,0.9,1539
Cc1nc2ccccc2cc1OCc1ccccc1,nt,0,-2,-1,nt,-3.8,-1,2,11,0.9,1637
CCC(Cc1ccccc1)NC(=O)C1CCC(CNc2c(N3CCCC3)c(=O)c2=O)CC1 (stereo not drawn),nt,-4,16,-4,nt,-1.0,-8,8,-9,1.1,1594
O=C(NN1C(=O)CSC1=S)C(=O)NN1C(=O)CSC1=S,0.64,-2,-4,42,-8,-0.2,10,-1,-46,1.5,1757
Cc1ccc2nc(SCC(=O)N3c4ccccc4CC3C)c(C)cc2c1 (stereo not drawn),-1.1,7,-8,16,nt,-0.9,7,13,8,0.9,1722
CCCNC(=O)COC(=O)CCC(=O)c1cccs1,nt,4,8,57*,7,-0.2,-23,5,40,0.6,1603
C/C(=C1/SC(N2CCOCC2)=NC1=O)c1ccc(Br)cc1,nt,-3,5,-4,-5,0.1,-1,-1,13,0.9,1486
CC(C)N(Cc1nc(-c2ccccc2)no1)C(=O)C(C)(C)C,-0.68,1,4,-5,-29,0.4,10,-3,2,1,1501
NS(=O)(=O)c1ccc(CCNC(=O)C2CCC(CNS(=O)(=O)c3ccc(Br)s3)CC2)cc1 (stereo not drawn),-0.53,3,2,-3,-10,0.2,7,1,-2,1,1538
COc1cccc(NC(=O)c2ccccc2-c2ccccc2)c1,0.18,2,2,13,-17,0.9,15,2,13,0.9,1391
CCCN1C(=O)C(NC(C)=O)c2ccccc21 (stereo not drawn),nt,-1,5,-8,nt,-0.2,2,4,0,1,1535
Cc1ccc(C2N(c3ccccc3)C(=O)N3CCCN23)cc1 (stereo not drawn),nt,-3,-11,1,-4,-0.5,-9,-5,6,0.9,1373
COc1cc(CNc2ccc(O)cc2)cc(Br)c1OCc1ccccc1F,nt,12,14,4,1,0.2,-12,8,-3,1,1675
O=C(c1cccnc1)n1nc(NCc2ccccc2)nc1NCc1ccccc1,-0.16,6,6,-3,4,-1.8,-4,-2,-5,1.1,1632
CCN(C(=O)COC(=O)c1cc(NS(=O)(=O)c2ccc(Cl)c([N+](=O)[O-])c2)ccc1O)C1CCCCC1,-0.45,-4,-1,-1,-17,0.2,-6,-3,nt,0.5,1434
Cc1cc(C)nc(N2CCCC(C(=O)Nc3cc(F)ccc3C)C2)n1 (stereo not drawn),0.0038,-15,-4,8,-7,0.0,4,-11,9,0.9,1446
CC(N=C1NS(=O)(=O)c2ccccc21)C(=O)NCc1ccc2c(c1)OCO2 (stereo not drawn),0.78,5,2,-6,nt,0.3,8,6,25,0.7,1727
CC1=C(C(=O)Nc2ccccc2F)C(c2ccsc2)C2=C(CC(C)(C)CC2=O)N1 (stereo not drawn),1.8,10,5,-1,12,-0.2,-6,2,10,0.9,1571
C=CCOc1c(Cl)cc(/C=N/O)cc1OC,nt,11,6,11,-49,0.2,-6,0,21,0.8,1541
O=C(NCc1ccc(Cl)cc1)c1cc(-c2cccs2)on1,0.22,-2,9,-12,-1,-1.1,-7,-8,10,0.9,1704
Cc1ccc(-c2c(C#N)c(N)nc3c2CCCC3)s1,nt,3,-1,-2,nt,-2.6,-4,18,22,0.8,1591
CCCOc1ccc2c3c(c(=O)oc2c1)CCCC3,nt,7,11,2,19,0.1,-1,7,21,0.8,1364
CN1CCN(c2ccc(NC(=O)CN3CCOCC3)cc2F)CC1,0.95,5,4,-12,-9,-1.8,19,0,-4,1,1768
Nc1nc2ccccc2nc1N1CCCC1,nt,3,9,-6,nt,3.0,5,19,-1,1,1491
Cc1cc2ccccc2nc1SCC(=O)N1c2ccccc2CC1C (stereo not drawn),nt,-4,3,6,nt,1.1,-1,-3,30,0.7,1427
CCCN(CCC)CCCNC(=O)c1cc2c(=O)[nH]c3ccccc3c2n1C,-1.2,3,-2,-3,7,-1.1,8,-1,-6,1.1,1538
CCSc1nnc(Cn2c(=O)sc3ccccc32)n1-c1ccccc1C,nt,-2,6,29,-8,0.4,0,6,6,0.9,1593
CCCCN(C(=O)CN1CC(C)OC(C)C1)c1c(N)n(CC(C)C)c(=O)[nH]c1=O (stereo not drawn),nt,4,8,-6,6,-0.1,7,2,37,0.6,1575
COC(=O)c1ccc(C2/C(=C(\O)c3cccc(OC)c3)C(=O)C(=O)N2CCCN(C)C)cc1 (stereo not drawn),0.51,0,10,-6,-6,0.1,-3,2,-1,1,1824
CCCNc1nc2c(c(=O)n(C)c(=O)n2C)n1Cc1cccc(C)c1,nt,13,0,5,18,-0.4,5,13,2,1,1454
COc1ccc(CCNC(=O)CCN2C(=O)C3CC=CCC3C2=O)cc1OC (stereo not drawn),nt,-4,-1,-2,-3,2.2,-20,-6,8,0.9,1588
CC(CC(=O)Nc1ccncc1)c1ccccc1 (stereo not drawn),nt,7,6,2,-20,-2.1,-1,-4,2,1,1529
CCCCn1c(SCC2CCCO2)nc2cc(S(N)(=O)=O)ccc21 (stereo not drawn),nt,-3,0,1,nt,-1.2,-6,3,6,0.9,1480
CCC(=O)Nc1ccc2ccccc2c1,-0.047,2,9,-8,1,-0.2,-29,2,-11,1.1,1658
O=c1c2cc(N3CCOCC3)ccc2[nH]c(=S)n1CCCN1CCCCCC1,-0.85,2,1,-7,nt,-1.3,14,5,-2,1,1470
Cc1ccccc1CN1C(=O)CSc2ccc(C(=O)N3CCOCC3)cc21,-1,-8,-12,4,5,-0.5,-1,1,6,0.9,1483
O=C(CC1OC(=O)c2ccccc21)Nc1ccccc1N1CCOCC1 (stereo not drawn),nt,3,-5,-2,-32,1.7,-13,0,-3,1,1537
COc1ccc(/C=C/C(=O)NC(=S)Nc2cc([N+](=O)[O-])ccc2O)cc1OC,1.4,-5,5,-5,-17,-0.1,-4,0,46,0.5,1371
COc1cccc(CC2(CO)CCCN(Cc3ccc(CO)o3)C2)c1 (stereo not drawn),-0.079,-10,-2,3,-25,-3.8,-10,-1,0,1,1613
COc1cc(S(=O)(=O)N2CCCCCC2)ccc1-n1cnnn1,0.2,4,4,1,nt,0.5,11,1,18,0.8,1583
O=C(CSCc1ccc([N+](=O)[O-])cc1)N/N=C/c1cccnc1,0.43,-2,4,-2,4,0.3,-2,-3,-8,1.1,1548
COC(=O)c1ccc(Nc2nnc(-c3ccc(C)c(S(=O)(=O)NCC4CCCO4)c3)c3ccccc23)cc1 (stereo not drawn),nt,0,2,92*,-33,0.5,5,1,11,0.9,1630
Cc1c(NC(=O)C(=O)/C=C(\O)c2ccc(Br)cc2)c(=O)n(-c2ccccc2)n1C,nt,-3,-6,-6,-7,0.5,-2,1,-1,1,1506
CC1CCCC(C)N1S(=O)(=O)c1ccc(S(=O)(=O)NCCc2ccncc2)cc1 (stereo not drawn),nt,9,10,6,nt,0.0,-8,2,5,1,1676
O=C(OCCN1C(=O)c2ccccc2C1=O)c1cccs1,-0.36,2,8,1,-10,-2.5,-17,-8,4,1,1654

# (listing goes on)
SMILES,ROMK mod,PPARg SRC2 recr,PPARg SRC1 recr,Lmaj promast,S1P3 antag,Redox H2O2 prof,TLR4-MyD88 BLA,PPARg SRC-3 ag,bIAP inh,bIAP activator,TR-FRET SRC-2 ct
C#Cc1ccc([C@@H]2C=C(C(=O)N3CCN(Cc4ccc5c(c4)OCO5)CC3)O[C@H](OCCCCO)C2)cc1,nt,6,12,7,-1,-1.1,9,8,-3,1,1692
COc1ccc(CC(NC(C)=O)C(=O)N2CCN(C(=O)Nc3cccc(F)c3)CC2)cc1OC (stereo not drawn),-0.2,2,-9,-4,-4,0.3,4,1,3,1,1428
Cc1ccc(NC(=O)Cn2nnc3ccccc3c2=O)cc1,-0.93,-10,-3,3,-19,0.3,-12,-1,6,0.9,1195
CCc1c(C)nc2ncnn2c1NCCc1ccc(Cl)cc1,nt,4,-2,38,17,-0.1,17,6,6,0.9,1487
Oc1ccc(N=Nc2c(O)ccc3ccccc23)cc1,nt,0,9,19,nt,-2.0,9,6,41,0.6,1681
CCC/C=N/NC(=O)c1[nH]c2c([N+](=O)[O-])cccc2c1C,-0.13,-3,-3,-8,10,0.4,-5,-3,-4,1,1641
CC1CC(C)CN(C(=O)Cn2c(=O)n(CCCCC(=O)NC3CCCC3)c(=O)c3ccccc32)C1 (stereo not drawn),nt,4,3,-4,-22,-0.8,6,2,9,0.9,1524
COc1ccc(-c2cc(-c3ccccc3)nc(-c3ccc4c(c3)NC(=O)CO4)c2)cc1,-0.068,13,2,4,nt,0.0,3,-2,5,1,1559
O=[N+]([O-])c1ccc(C[n+]2cccc3ccccc32)cc1,0.79,2,7,-2,1,-1.0,1,3,2,1,1634
CNC(=O)c1ccsc1NC(=O)c1sc2ccccc2c1Cl,0.18,-2,-3,1,-2,0.2,2,3,3,1,1492
Cc1cccc(Nc2nc(N)c([N+](=O)[O-])c(N3CCC(C)CC3)n2)c1,0.36,-4,-5,15,11,-0.1,7,2,-3,1,1477

# Four entries from above, sorted by the value under PPARg SRC2 recr, low to high:
Structure	ROMK mod	PPARg SRC2 recr	PPARg SRC1 recr	S1P3 antag	Redox H2O2 prof	TLR4-MyD88 BLA	PPARg SRC-3 ag	bIAP inh	bIAP activator
C/C(=C1/SC(N2CCOCC2)=NC1=O)c1ccc(Br)cc1	nt	-3	5	-5	0.1	-1	-1	13	0.9
CNC(=O)c1ccsc1NC(=O)c1sc2ccccc2c1Cl	0.18	-2	-3	-2	0.2	2	3	3	1
NC(=O)c1ccccc1O	nt	1	2	12	0.3	-9	-1	-5	1.1
COc1cc(CNc2ccc(O)cc2)cc(Br)c1OCc1ccccc1F	nt	12	14	1	0.2	-12	8	-3	1

# Three compounds already listed, ordered by number of heavy atoms, lowest first.
SMILES,ROMK mod,PPARg SRC2 recr,PPARg SRC1 recr,Lmaj promast,S1P3 antag,Redox H2O2 prof,TLR4-MyD88 BLA,PPARg SRC-3 ag,bIAP inh,bIAP activator,TR-FRET SRC-2 ct
CCC(=O)Nc1ccc2ccccc2c1,-0.047,2,9,-8,1,-0.2,-29,2,-11,1.1,1658
C=CCOc1c(Cl)cc(/C=N/O)cc1OC,nt,11,6,11,-49,0.2,-6,0,21,0.8,1541
COc1cccc(CC2(CO)CCCN(Cc3ccc(CO)o3)C2)c1 (stereo not drawn),-0.079,-10,-2,3,-25,-3.8,-10,-1,0,1,1613
